Bioassay records from PubChem.
M4 PAM – positive allosteric modulators of human muscarinic M4 receptor; P08173; CHO-K1 hM4/Gqi5, Fluo-8 calcium fluorescence, ACh EC20; 0% = ACh EC20, 100% = maximal ACh; activation, % at 3 µM; 360,000 tested, 0.4% active; AID 624126;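 active means activation above its plate's cutoff, the mean activation of sample wells plus 3 SD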; further: some results filed as inactive read as strong as hits
Target sequence (P08173 whole entry, looked up): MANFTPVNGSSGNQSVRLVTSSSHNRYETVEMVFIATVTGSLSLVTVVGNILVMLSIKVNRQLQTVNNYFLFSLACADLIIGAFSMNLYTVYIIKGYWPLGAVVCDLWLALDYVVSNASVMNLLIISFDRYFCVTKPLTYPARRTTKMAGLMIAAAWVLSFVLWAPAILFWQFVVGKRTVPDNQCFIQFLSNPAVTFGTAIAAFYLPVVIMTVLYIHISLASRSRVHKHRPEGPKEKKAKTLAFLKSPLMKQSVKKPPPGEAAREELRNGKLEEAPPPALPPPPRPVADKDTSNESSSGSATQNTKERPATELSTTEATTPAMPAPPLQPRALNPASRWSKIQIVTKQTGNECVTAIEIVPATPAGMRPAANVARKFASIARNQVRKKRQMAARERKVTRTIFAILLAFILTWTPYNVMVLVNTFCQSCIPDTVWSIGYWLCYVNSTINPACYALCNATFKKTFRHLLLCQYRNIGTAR
GalR3 antagonist – blocks the human galanin receptor 3; inhibition, % at 3 µM; AID 651719; HEK293 GalR3-CNG cAMP membrane potential fluorescence; galR3 body fused to GalR1 C-terminus; O60755; 360,000 tested, 0.44% active;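 active means inhibition above the screen-wide average plus 3 SD, cut at about 13% in these data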;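 further: forskolin and galanin both at EC90 stimulate the cells; cAMP rise reported by CNG channel membrane potential dye signal; 0% = forskolin plus galanin with DMSO and 100% = forskolin alone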
Target sequence (O60755 1-299 limits assumed): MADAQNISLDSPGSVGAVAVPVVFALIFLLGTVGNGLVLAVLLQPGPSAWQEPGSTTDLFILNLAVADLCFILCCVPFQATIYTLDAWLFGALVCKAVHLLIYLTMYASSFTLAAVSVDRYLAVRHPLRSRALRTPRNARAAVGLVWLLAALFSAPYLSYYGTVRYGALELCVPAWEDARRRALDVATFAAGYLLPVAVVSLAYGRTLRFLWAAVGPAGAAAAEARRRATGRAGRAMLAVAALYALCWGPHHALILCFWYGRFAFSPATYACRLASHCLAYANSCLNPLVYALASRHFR
* = called active by the depositor.

#1 CCCc1ccc2ccc3ccccc3c2n1
#2 Cn1nc(C(C)(C)C)cc1N1C(=O)CCC1(C)C(=O)NC1CCCCC1 (stereo unspecified)
#3 CC1(C(=O)Nc2ccccc2F)CCN1C(=O)Cc1ccc(-c2ccccc2)cc1 (stereo unspecified)
#4 COCCNc1nc(Oc2cncc(Cl)c2)c2sccc2n1
#5 COc1cccc(CNC(=O)[C@@H]2CCCN2C(=O)[C@H]2CCCCN2)c1
#6 CC(=O)Nc1ccc(-c2ccnc3c2CC(C(=O)Nc2cccc(OC(F)(F)F)c2)O3)cc1 (stereo unspecified)
#7 CC1(C(=O)Nc2cccc(NS(C)(=O)=O)c2)CCN1CCc1ccccc1 (stereo unspecified)
#8 Nc1ncnc2c1ncn2C1OC(CO)C2OC21 (stereo unspecified)
assay / entry | 1 | 2 | 3 | 4 | 5 | 6 | 7 | 8
M4 PAM | 15 | -5 | -8 | -8 | 5 | 3 | -4 | 4
GalR3 antagonist | 0 | -8 | -11 | -4 | 5 | -8 | -1 | -5

#9 COc1cc(OC)cc(-c2noc(-c3csc([C@@H]4O[C@H](CO)[C@H](O)[C@H](O)[C@H]4O)n3)n2)c1
#10 COc1ccc(S(=O)(=O)NCc2ccc(C(=O)NCCN(C)Cc3ccccc3)cc2)cc1
#11 COc1cccc(CNC(=O)[C@@H]2CCCN2C(=O)[C@H]2CCCCN2C(=O)c2cccc(Cl)c2)c1
#12 COCOc1cccc(CN2CCC(C)(Oc3ccc(C(C)=O)cc3)C2)c1 (stereo unspecified)
#13 CC1(C(=O)Nc2ccccc2Cc2ccccc2)CCN1CCc1ccccc1 (stereo unspecified)
#14 O=C(NCc1cccnc1)c1cc(C2CCCCN2S(=O)(=O)c2ccc(F)cc2F)on1 (stereo unspecified)
#15 Cn1c(=O)c2cc(NC(=O)NCCc3ccccc3)ccc2n1Cc1ccc(F)cc1
#16 CC1(C(=O)NS(=O)(=O)c2cccc(Cl)c2)CCN1C(=O)C/C=C/c1ccccc1 (stereo unspecified)
assay / entry | 9 | 10 | 11 | 12 | 13 | 14 | 15 | 16
M4 PAM | -1 | -9 | 5 | -9 | -5 | -4 | -7 | 0
GalR3 antagonist | -5 | 0 | -5 | -9 | -6 | -4 | -5 | -6

#17 Nc1ncnc2c1ncn2[C@@H]1O[C@H](C(=O)N[C@H]2c3ccccc3C[C@H]2OC=O)[C@@H](O)[C@H]1O
#18 O=C(Nc1nnc([C@@H]2C[C@H](O)[C@@H](CO)O2)s1)NC1CCCCC1
#19 CSCCC(C(=O)Nc1c(C)cccc1C)N1CCN(c2ccc(C(F)(F)F)cn2)CC1 (stereo unspecified)
#20 CC1(C(=O)NC2CCCC2)CCN1C(=O)Cc1ccc(-c2ccccc2)cc1 (stereo unspecified)
#21 O=C(Nc1ccccc1Cl)c1cc(C2CCCCN2C(=O)c2cccs2)on1 (stereo unspecified)
#22 COC(=O)[C@@]1(C(C)C)N=C(c2cc(OC)c(OC)c(OC)c2)[C@]2(O1)C(=O)Nc1ccc(F)cc12
#23 Fc1cccc(-c2cncc(N3CCN(CCN4CCCC4)CC3)n2)c1
#24 Cc1cccc(CN2CCN(C3CN(Cc4cn(Cc5ccc(Cl)cc5)nn4)S(=O)(=O)C3)CC2)c1 (stereo unspecified)
assay / entry | 17 | 18 | 19 | 20 | 21 | 22 | 23 | 24
M4 PAM | 8 | 13 | 0 | -6 | 4 | 3 | -3 | -2
GalR3 antagonist | -2 | -4 | -3 | -9 | -6 | 0 | -6 | -1

A different layout for three compounds above:
[21] O=C(Nc1ccccc1Cl)c1cc(C2CCCCN2C(=O)c2cccs2)on1 (stereo unspecified)
  M4 PAM = 4; GalR3 antagonist = -6

[20] CC1(C(=O)NC2CCCC2)CCN1C(=O)Cc1ccc(-c2ccccc2)cc1 (stereo unspecified)
  M4 PAM = -6; GalR3 antagonist = -9

[19] CSCCC(C(=O)Nc1c(C)cccc1C)N1CCN(c2ccc(C(F)(F)F)cn2)CC1 (stereo unspecified)
  M4 PAM = 0; GalR3 antagonist = -3

Continuation.
#25 CC1=C(C(=O)N(C(C)C)C(C)C)CC(CC(=O)NCc2ccco2)C(=O)N1Cc1ccc(C(C)(C)C)cc1 (stereo unspecified)
#26 O=C(Nc1ccc2c(c1)OCO2)c1cc(C2CCCCN2C(=O)c2ccc3ccccc3c2)on1 (stereo unspecified)
#27 COc1ccc(CN2C[C@@H](CO)O[C@@H](n3cnc4c(N5CCCC5)ncnc43)C2)cc1
#28 COCCCNC(=O)C[C@@H]1C[C@@]2(C(=O)OC)CCCCC=C2N(CCC2=CCCCC2)C1=O
#29 COc1cccc(C(O)c2ncc(-c3ccccc3OC)[nH]2)c1 (stereo unspecified)
#30 CC1(C(=O)Nc2ccccc2)Cc2c(-c3cccc(C(F)(F)F)c3)ccnc2O1 (stereo unspecified)
#31 CCc1nc2c(OCCn3cccc3)cccn2c1N(C)C(=O)c1ccco1
#32 CCc1nc2c(OCc3ccccc3C(=O)OC)cccn2c1N(C)C(=O)CC(C)C
assay / entry | 25 | 26 | 27 | 28 | 29 | 30 | 31 | 32
M4 PAM | -3 | 9 | 17* | -7 | 6 | -9 | -2 | -2
GalR3 antagonist | 3 | -2 | -6 | -7 | -5 | -6 | -5 | -5

#33 CCOC(=O)C1=CCN(S(=O)(=O)c2ccccc2[N+](=O)[O-])C1c1ccc(C)cc1 (stereo unspecified)
#34 CC(C)NC(=O)c1cc(C2CCCCN2C(=O)c2ccc(Cl)cc2)on1 (stereo unspecified)
#35 COc1ccc(CNC(=O)CC[C@H]2O[C@@H](n3cc(C)c(=O)[nH]c3=O)C[C@@H]2O)cc1
#36 CCC(=O)N1CCC(C)(C(=O)Nc2ccc3c(c2)OCO3)C1 (stereo unspecified)
#37 COc1ccccc1C(O)c1ncc(-c2cccc3ccccc23)[nH]1 (stereo unspecified)
#38 COC(=O)c1ccc2cc(C)cc(C)c2n1
#39 CCOC(=O)C1CCCN(C(=O)c2ccc(C(F)(F)F)nc2C)CC1 (stereo unspecified)
#40 Cc1oc(-c2cccs2)cc1C(=O)N1CCC(C)(C(=O)NS(=O)(=O)C2CC2)C1 (stereo unspecified)
assay / entry | 33 | 34 | 35 | 36 | 37 | 38 | 39 | 40
M4 PAM | -11 | 7 | 14 | 2 | 3 | 8 | 4 | 6
GalR3 antagonist | -8 | -2 | -3 | -6 | -4 | -2 | -1 | 7

Entries of single compounds as entered above. Values in the order: M4 PAM, GalR3 antagonist
`COc1ccccc1C(O)c1ncc(-c2cccc3ccccc23)[nH]1` (stereo unspecified) is entered as 3, -4
`O=C(Nc1nnc([C@@H]2C[C@H](O)[C@@H](CO)O2)s1)NC1CCCCC1` is entered as 13, -4
`CC1(C(=O)NC2CCCC2)CCN1C(=O)Cc1ccc(-c2ccccc2)cc1` (stereo unspecified) is entered as -6, -9

Three of the entries above in order of their number in M4 PAM, falling:
#21 O=C(Nc1ccccc1Cl)c1cc(C2CCCCN2C(=O)c2cccs2)on1 (stereo unspecified)
#37 COc1ccccc1C(O)c1ncc(-c2cccc3ccccc23)[nH]1 (stereo unspecified)
#32 CCc1nc2c(OCc3ccccc3C(=O)OC)cccn2c1N(C)C(=O)CC(C)C
assay / entry | 21 | 37 | 32
M4 PAM | 4 | 3 | -2
GalR3 antagonist | -6 | -4 | -5

The listing continues:
#41 COc1ccc(CN2C(=O)CN(S(C)(=O)=O)CC2(C)C(=O)Nc2ccc3c(c2)OCCO3)cc1OC (stereo unspecified)
#42 CCC(C)CN1C(=O)CN(S(C)(=O)=O)CC1(C)C(=O)NCc1ccccc1 (stereo unspecified)
#43 COc1ccc(Nc2c(C3CC3)nc3nc(C)cc(C)n23)cc1
#44 COc1cc(C(O)c2nc(-c3cccc(C#N)c3)cs2)ccc1F (stereo unspecified)
#45 NC(=O)c1csc(C2OC(CO)C(O)C2O)n1 (stereo unspecified)
#46 CCc1nc2c(OCc3ccc(C(F)(F)F)cc3)cccn2c1N(C)C(=O)C(C)C
#47 CC(=O)c1sc(Nc2ccc(Oc3ccccc3)cc2)nc1C
#48 O=C(Nc1ccc(OCc2ccccc2)cc1)Nc1nnc([C@@H]2C[C@H](O)[C@@H](CO)O2)s1
assay / entry | 41 | 42 | 43 | 44 | 45 | 46 | 47 | 48
M4 PAM | 8 | 8 | 28* | -6 | 6 | 2 | -15 | 7
GalR3 antagonist | -6 | -8 | -9 | -2 | -3 | -4 | -4 | -1

#49 CC(C)NC(=O)C1(C)CSCC(=O)N1CCOc1ccccc1 (stereo unspecified)
#50 CN1CCC(C)(C(=O)Nc2cccc(Oc3ccccc3)c2)C1 (stereo unspecified)
#51 CNc1ccc2ncc(-c3cccc(C(=O)N(C)C)c3)n2n1
#52 CC(C)NC(=O)C1(C)CN(S(C)(=O)=O)CC(=O)N1C1CC1 (stereo unspecified)
#53 CC(C)NC(=O)C1(C)CSCC(=O)N1Cc1cccc(C(F)(F)F)c1 (stereo unspecified)
#54 CC(=O)Nc1cc(-c2ccsc2)cn2c(-c3ccc(F)cc3)cnc12
#55 COc1ccc(CCNC(=O)C(F)(F)F)cc1S(N)(=O)=O
#56 CC(=O)c1cccc(-c2ccnc3c2CC(C(=O)NCC2CC2)O3)c1 (stereo unspecified)
assay / entry | 49 | 50 | 51 | 52 | 53 | 54 | 55 | 56
M4 PAM | -2 | 6 | -3 | 5 | 11 | -1 | 18 | 7
GalR3 antagonist | -6 | -8 | -5 | -6 | -1 | -10 | -5 | 0

#57 COCCNC(=O)C1(C)CCCN(C(=O)c2ccc(C)c(F)c2)C1 (stereo unspecified)
#58 Cc1ccc(-c2c(C#N)c(N)n(-c3ccccc3C)c(=O)c2C#N)cc1
#59 CC(=O)Nc1cc(-c2ccc(CO)cc2)cn2c(-c3ccc(F)c(Cl)c3)cnc12
#60 Cc1ccccc1S(=O)(=O)NC(=O)C1(C)CCN1C(=O)COc1ccc(Cl)cc1 (stereo unspecified)
#61 COc1cccc(CNc2nc(NC(C)C)nc3ccsc23)c1OC
#62 Cc1ccccc1S(=O)(=O)NC(=O)C1(C)CCN1C(=O)C1CCCCC1 (stereo unspecified)
#63 CC1(C(=O)NS(=O)(=O)c2cccc(F)c2)CCN1C(=O)CCc1ccccc1 (stereo unspecified)
#64 O=C(Nc1cccc(Br)c1)Oc1cccc2cccnc12
assay / entry | 57 | 58 | 59 | 60 | 61 | 62 | 63 | 64
M4 PAM | 2 | -3 | 1 | -3 | -4 | 5 | 2 | -10
GalR3 antagonist | -6 | -8 | -8 | 2 | -5 | -4 | -7 | -7

#65 CCC(=O)N1CCCC(C)(C(=O)Nc2ccc3oc(CC)nc3c2)C1 (stereo unspecified)
#66 O=C(Nc1ccc(F)cc1)C(c1cc2ccccc2o1)N1CCN(c2cccc(C(F)(F)F)n2)CC1 (stereo unspecified)
#67 COC(=O)[C@]12CCCCC=C1N(Cc1cccc3ccccc13)C(=O)[C@H](CC(=O)N1CCCC1)C2
#68 C=CCCC(=O)N1C[C@H]2CCN(C)[C@H]2C[C@H]1c1ccc(Br)cc1
#69 CCc1nc2ccc(C(=O)NCc3ccc4c(c3)OCO4)cn2c1N(CC)CCN(C)C
#70 OC[C@@H]1CN(Cc2ccccc2)C[C@H](n2cnc3c(NCc4ccncc4)ncnc32)O1
#71 CCNC(=O)C1(C)CCN(C(=O)c2cc(F)cc(F)c2)C1 (stereo unspecified)
#72 Oc1ccc(C[C@H]2CN([C@@H](Cc3ccc(O)cc3)CN3CCC[C@@H]3CN3C(=S)NC[C@@H]3Cc3ccccc3)C(=S)N2CC2CCCCCC2)cc1
assay / entry | 65 | 66 | 67 | 68 | 69 | 70 | 71 | 72
M4 PAM | -5 | -8 | -5 | -8 | 9 | 20* | 2 | 6
GalR3 antagonist | -6 | -5 | -5 | -7 | -6 | -8 | -3 | -6

#73 Cn1ccc2c(N3CCOCC3)cc3c(c21)C1CCC3O1 (stereo unspecified)
#74 C=C(C)Cn1c2ccc(NC(=O)NCc3ccc(F)cc3)cc2c(=O)n1C
#75 COc1ccc2cc3[n+](cc2c1O)CCc1cc2c(cc1-3)OCO2
#76 CC(C)[C@H](NC(=O)OC(C)(C)C)c1cc(C(=O)N2CCOCC2)c(N)s1
#77 CC1(C(=O)Nc2ccc(F)cc2F)CCN1C(=O)Cc1ccccc1 (stereo unspecified)
#78 CCCS(=O)(=O)NC(=O)C1(C)CCN(C(=O)c2c(-c3ccccc3)noc2C)C1 (stereo unspecified)
#79 O=C(Nc1ccc(Cl)cc1)C1Cc2c(-c3cccc(F)c3)ccnc2O1 (stereo unspecified)
#80 Cc1ccc(S(=O)(=O)Nc2ccc(Nc3nccn4c(-c5ccccc5Oc5ccccc5)cnc34)cc2)cc1
assay / entry | 73 | 74 | 75 | 76 | 77 | 78 | 79 | 80
M4 PAM | 5 | -3 | 0 | -10 | 1 | 8 | -2 | 2
GalR3 antagonist | -7 | -8 | -7 | -6 | -4 | -2 | -2 | -2

#81 Cc1cn([C@H]2C[C@H](O)[C@@H](CCC(=O)NCc3cccs3)O2)c(=O)[nH]c1=O
#82 Cc1cc2nc(-c3cccc(Cl)c3)c(CC3CCCCC3)n2c(C)c1Br
#83 CCCCCNC(=O)C(c1cc2ccccc2o1)n1c(=O)c(-c2cc3ccccc3[nH]2)nc2ccccc21 (stereo unspecified)
#84 COC(=O)C1=CN(c2ccc(OC)cc2OC)C(N)=C(C#N)C1c1ccc(OC)cc1 (stereo unspecified)
assay / entry | 81 | 82 | 83 | 84
M4 PAM | 2 | 13 | 8 | 3
GalR3 antagonist | -2 | 4 | -4 | -6

Only part of the results is shown, so the mix of outcomes need not match the whole.
